Assay outcomes from PubChem BioAssay.
zfTRPN1 agonist – zebrafish TRPN1 channel agonists, primary screen, cell-based, HEK293, calcium fluorescence; AID 1424, 2008; transient receptor potential cation channel N1 (TRPN1/NompC), Danio rerio; activation, % at 3 µM; 220,000 tested, 0.18% active; HEK293 zebrafish TRPN1-YFP, Fluo-8 calcium fluorescence; 100% = response to 87 µM carbachol;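 active = activation above its plate's cutoff, the mean activation of test wells on that plate plus 3 SD, cut at about 19% in these data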;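 note: 0% = DMSO alone and 100% = 87 µM carbachol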
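Assay system: Zebrafish TRPN1-YFP in HEK293 cells | Incubation: Dye loading 1 h at 37 °C, then 30 min room temperature | Measured by: Kinetic Fluo-8 fluorescence, ex 470-495, em 515-575 nm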
NPY-Y1 antag – NPY-Y1 receptor antagonists, primary screen, cell-based. HEK293-CNG Y1 cells, membrane potential fluorescence; NPY at EC95, then isoproterenol. inhibition, % at 3.6 µM. 200,000 tested, 1% active. AID 1040, 2008;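 active = inhibition above the campaign mean inhibition of all tested compounds plus 3 SD, cut at about 20% in these data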;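 note: 0% = DMSO wells given NPY plus isoproterenol and 100% = isoproterenol alone without NPY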
Target sequence (P25929 whole entry, looked up): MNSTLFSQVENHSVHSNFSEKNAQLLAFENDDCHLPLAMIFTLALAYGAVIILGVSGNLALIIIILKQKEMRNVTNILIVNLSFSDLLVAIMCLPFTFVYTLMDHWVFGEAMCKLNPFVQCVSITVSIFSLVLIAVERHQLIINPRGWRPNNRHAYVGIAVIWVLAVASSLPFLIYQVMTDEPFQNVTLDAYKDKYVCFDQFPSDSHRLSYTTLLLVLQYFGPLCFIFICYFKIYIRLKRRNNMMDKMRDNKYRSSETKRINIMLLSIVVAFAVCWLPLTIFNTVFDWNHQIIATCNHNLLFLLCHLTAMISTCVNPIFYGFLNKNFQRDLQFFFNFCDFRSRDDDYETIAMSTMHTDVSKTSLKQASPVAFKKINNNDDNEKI
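Material: HEK293 cells co-expressing NPY Y1 receptor and cyclic-nucleotide gated channel. Timing: compound incubation 1 h at room temperature, readout 45 min post-stimulation. Signal: fluorescence, membrane potential probe.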
TRPML3 agonist – human TRPML3 channel agonists, primary screen, cell-based, HEK293 TRPML3-YFP, Fluo-8 calcium fluorescence, 3 µM | 220,000 tested, 0.29% active | 100% = the carbachol control signal | activation, % at 3 µM;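 active = activation above its plate's cutoff, the mean activation of the plate's test wells plus 3 SD, cut at about 12% in these data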;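 note: 0% = DMSO only wells and 100% = carbachol wells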
Target sequence (Q8TDD5 whole entry, looked up): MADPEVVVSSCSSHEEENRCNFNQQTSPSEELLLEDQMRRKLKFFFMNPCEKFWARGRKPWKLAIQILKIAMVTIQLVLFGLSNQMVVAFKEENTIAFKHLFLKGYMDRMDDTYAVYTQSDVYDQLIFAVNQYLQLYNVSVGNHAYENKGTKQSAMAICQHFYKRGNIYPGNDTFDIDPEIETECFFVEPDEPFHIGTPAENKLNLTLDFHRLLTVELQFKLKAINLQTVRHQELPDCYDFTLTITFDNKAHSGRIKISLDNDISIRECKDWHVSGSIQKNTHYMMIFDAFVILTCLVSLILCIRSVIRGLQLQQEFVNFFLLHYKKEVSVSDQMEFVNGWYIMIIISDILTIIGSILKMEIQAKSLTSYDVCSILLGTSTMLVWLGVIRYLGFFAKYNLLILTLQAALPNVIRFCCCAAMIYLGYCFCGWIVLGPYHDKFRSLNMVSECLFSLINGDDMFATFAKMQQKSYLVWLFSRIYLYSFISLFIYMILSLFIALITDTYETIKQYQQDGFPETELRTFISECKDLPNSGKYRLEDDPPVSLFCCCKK
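Material: HEK293 cells stably carrying human TRPML3-YFP; compound dosing: single dose, 3 µM final nominal compound, 0.3% DMSO final; incubation: 1-h 37 °C dye load, 5-s basal, 120-s post-compound reads; technique: Fluo-8 intracellular calcium fluorescence, excitation 470-495 nm, emission 515-575 nm; read-out basis: percent activation from peak-to-basal fluorescence ratio, scaled between DMSO and carbachol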
NPY-Y1 PAM-ag – NPY-Y1 receptor potentiators or agonists, primary screen, cell-based. activation, % at 3.6 µM. NPY-Y1 expressing cells, potentiator/agonist activation. AID 1304, 2008. 220,000 tested, 0.37% active; in the data active = activation above about 33%, passing the limit was not always enough;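 note: cells stimulated with NPY at EC10 then isoproterenol at EC100; 0% = low agonist plus stimulus and 100% = saturating agonist plus stimulus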
14-3-3 Bad PPI – inhibitors of 14-3-3 zeta/Bad binding, primary screen, biochemical, TR-FRET, bovine 14-3-3 zeta. 14-3-3 protein zeta/delta (Bos taurus), P63103. TR-FRET 14-3-3zeta/Dy647-pBad peptide displacement, 1 h. inhibition, % at 21.7 µM. 220,000 tested, 0.71% active;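 active = inhibition above about 70%, limit read from the data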;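 note: 0% = full 14-3-3 plus peptide FRET controls and 100% = background without 14-3-3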
CHOP inh – inhibitors of CHOP promoter induction, primary screen, cell-based, unfolded protein response, luciferase reporter. CHO-K1 CHOP-promoter luciferase, tunicamycin-induced, 15-18 h. inhibition, % at 10 µM. 220,000 tested, 3.8% active;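 active = compounds that reduced the stress-induced luciferase reporter signal by more than about 70% of percent inhibition, limit read from the data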;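 note: 0% = tunicamycin plus vehicle and 100% = wells without tunicamycin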
PGE2 EP2 inh – human EP2 receptor antagonists, primary screen, TR-FRET cAMP, C6 glioma cells; inhibition, % at 25 µM; 260,000 tested, 0.52% active; C6 glioma cells expressing human EP2; cells stimulated with saturating PGE2; AID 1422, 2008;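 active = percent inhibition above 40 after rounding to a whole number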;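 note: rat C6 glioma host cells with rolipram phosphodiesterase inhibitor present; the protocol text gives 20 µM as final concentration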
PPC-1+TRAIL kill – compounds killing PPC-1 cancer cells with TRAIL present, primary screen, TRAIL potentiator project, ATPLite luminescence, uHTS; AID 1443, 2008; 220,000 tested, 0.41% active; cell killing (% activity), % at 4 µM; PPC-1 cells + TRAIL, ATPLite viability luminescence;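 active = cell killing above 50% in the first pass at 4 µM, then a duplicate retest at 5 µM averaging 50% or more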;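 note: plate controls were cells with TRAIL plus DMSO for no effect and medium-only wells lacking cells for full effect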
EP2 modulator – EP2 receptor modulators, cAMP readout, primary screen, cell-based, HTRF cAMP, PGE2 stimulation; 260,000 tested, 0.83% active; Prostaglandin E2 receptor EP2 subtype (Homo sapiens), P43116; induction, % at 25 µM; EP2-expressing cells, cAMP HTRF FRET, PGE2 co-stimulation; AID 940, 2007;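 active = compounds whose cAMP rise, as percent of the full-agonist control response, exceeds 60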;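 note: rat C6 glioma line stably carrying human EP2 under a CMV promoter; the protocol text gives 20 µM as final concentration; 100% = response of wells given 1 µM PGE2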
Numbers without * were called inactive; / = no result given; & = joins results of further samples; [ ] = dose if it differs, or a comment. This is a subset (hit frequency here may not be typical).

SMILES	zfTRPN1 agonist	NPY-Y1 antag	TRPML3 agonist	NPY-Y1 PAM-ag	14-3-3 Bad PPI	CHOP inh	PGE2 EP2 inh	PPC-1+TRAIL kill	EP2 modulator
CCOC(=O)Cc1csc(NC(=O)COc2ccccc2OC)n1	-0.8	4	0.3	0	-1	14	5	3	-7
O=C1CC(C(=O)Nc2ncccn2)C(c2ccccc2)O1 (centres undefined)	0.8	-5	0.6	1	-8	10	10	20	21
O=C(c1ccccc1F)N1CCN(S(=O)(=O)c2ccc(S(=O)(=O)N3CCCCC3)cc2)CC1	1.6	2	0.7	0	22	-9	/	-7	4
CCOc1ccc(C(=O)Nc2c3c(nn2-c2cccc(Cl)c2)CS(=O)C3)cc1 (centres undefined)	0.4	2	0.9	-13	-3[fluorescence artefact?]	18	3	16	22
CCOC(=O)c1c(P(=O)(N2CCOCC2)N2CCOCC2)noc1N	1.5	6	1.2	0	3	31	15	8	19
CCOC(=O)c1sc(NC(=O)c2cccnc2)c(C#N)c1C	0.7	-2	2.1	-13	61	-9	15	6	-14
CCOC(=O)c1ccccc1Oc1c(F)c(F)nc(NCCO)c1F	-3.2	2	-1.8	21	-10	16	1	-6	-14
COCCNC(=O)NC1(C(F)(F)F)Oc2ccc(Cl)cc2O1 (centres undefined)	-0.4	-6	-0.1	-4	11	-46	9	6	-5
COc1ccc(Cl)cc1S(=O)(=O)NCc1cccs1	-0.9	-5	0.5	12	-9	12	8	-20	10
NC(=O)Cn1nc([N+](=O)[O-])nc1Oc1ccccc1C(=O)N1CCOCC1	-0.2	2	0.5	5	-1	-3	4	12	0
Cc1ccccc1N1C(=O)CSC1=C(C#N)C#N	0.3	-3	1.0	11	-8	-6	7	14	20
CCN(CC)S(=O)(=O)c1cccc(C(=O)NCC2CCCO2)c1 (centres undefined)	-0.6	-4	0.7	4	-3	24	9	28	-12
COC(C[C@H](O)C[C@@H](O)[C@H](C)OCc1ccccc1)OC	/	/	/	/	1	1	13	12	7
CC1(NC(=O)N2CCOCC2)CCS(=O)(=O)C1 (centres undefined)	0.2	2	0.0	-25	6[fluorescence artefact?]	13	12	24	9
N#CC(Sc1ccccn1)c1ccc(Cl)cc1Cl (centres undefined)	-1.6	-1	0.2	-11	-21	74*	7	11	30
CCn1c(CSc2nnc(-c3ccncc3)n2C)nc2cc(C(=O)O)ccc21	1.3	/	1.1	17	2	2	3	-6	5
CCc1ccccc1NC(=S)N(CCN(C)C)C(C)c1ccccn1 (centres undefined)	-0.1	6	0.7	5	-3[fluorescence artefact?]	3	6	18	-7
COc1ccccc1/C=C/C(=O)Nc1ccc2c(c1)OCCO2	0.4	1	-0.5	-20	-13	24	14	56*	-15
S=C(NCc1ccccc1)NC1CCCc2ccccc21 (centres undefined)	-0.2	4	-0.1	-5	-7	0	4	8	-9
O=C1CC(SCc2nc3ccccc3[nH]2)C(=O)N1c1cccc(F)c1 (centres undefined)	1.3	6	-0.4	-11	3	30	/	1	-14
CCN(CCCNC(=O)CCc1nc(-c2ccc(C)cc2)no1)c1cccc(C)c1	-0.9	4	-0.5	-18	-4	71*	11	17	12
Cc1cc(NC(=O)CCC(=O)N(c2ccc(F)cc2)C(C(=O)NC2CCCC2)c2ccc(C)o2)no1 (centres undefined)	-2.3	3	0.7	6	0	-3	9	13	22
COc1ccc(N2CCN(CC(=O)Nc3cccc(S(=O)(=O)N4CCOCC4)c3)CC2)cc1	2.4	-3	1.1	2	40[fluorescence artefact?]	10	8	-18	-7
N#Cc1c(NC(=O)c2cc(C3CC3)on2)sc2c1CCC2	/	/	/	/	5	27	9	20	-6
S=C(NCCc1ccccc1)Nc1c(Cl)cccc1Cl	-1.5	/	-0.3	25	-5	0	9	20	-58
SMILES	zfTRPN1 agonist	NPY-Y1 antag	TRPML3 agonist	NPY-Y1 PAM-ag	14-3-3 Bad PPI	CHOP inh	PGE2 EP2 inh	PPC-1+TRAIL kill	EP2 modulator
CCOC(=O)c1cc(C#N)c(N2CCCCC2)nc1-c1ccccc1	-1.1	10	-0.5	-70	/	/	9	/	/
CCOc1nc(N2CCCCC2)nc(-n2cc(-c3ccccc3)nn2)n1	-0.9	5	-0.5	-5	1	41	9	13	15
Cc1ccc(Nc2c(-c3ccc(C)o3)nc3ncccn23)cc1	-1.7	/	-1.1	7	-1	6	10	4	-18
O=C(C1CCCCC1)N1CCN(c2ccccc2F)CC1	-0.1	1	0.6	16	7[fluorescence artefact?]	29	13	-10	30
COc1cc(S(=O)(=O)Nc2cccnc2)ccc1F	0.8	1	1.1	-2	7	5	11	18	-10
COc1ccc(C(=O)CSc2nccc(=O)[nH]2)cc1	1.1	9	0.5	-37	-10	-31	17&13	37	1&0
CC(C)(C)c1ccc(NC(=S)NCc2cccs2)cc1	-0.2	0	0.6	4	-19	6	15	-14	-24
CCCCCC(O)CCC(=O)NNC1=CC(=O)CC(C)(C)C1 (centres undefined)	2.5	-6	-0.4	10	-9	9	6	13	10
S=C(c1ccc(-c2ccccc2Cl)o1)N1CCOCC1	-1.6	-1	-0.5	18	17	71*	15	15	-9
Cc1ccc(S(=O)(=O)N2CCC(C(=O)NNC(=O)c3ccc(F)cc3)CC2)cc1	-0.7	-5	0.6	12	-9	8	-1	3	23
CCCS(=O)(=O)Nc1ccc2cn[nH]c2c1	-0.3	0	0.4	-18	-3	0	12	30	-17
O=C(Nc1ccc2c(c1)OCCO2)c1coc2ccccc2c1=O	1.0	-2	1.0	-13	6	-36	7	0	11
Cc1ccc(COn2c(-c3ccc(Cl)cc3)nc3ccc([N+](=O)[O-])cc32)cc1	2.6	9	1.3	-6	35	-22	7	10	22
COc1ccc(NC(=O)C2C(=O)N(C)C3(C)CC2c2ccccc2O3)cc1 (centres undefined)	0.6	3	-1.3	10	-13	41	9	4	1
CCCCCCC(C)n1[nH]c(=O)c2c(C)cc(=O)[nH]c21 (centres undefined)	1.0	-1	0.1	-4	-22[fluorescence artefact?]	2	/	10	32
COCC(=O)N=Nc1c(O)[nH]c2ccccc12	-0.8	2	-0.1	-6	11	-15	11	11	1
O=C(O)c1ccc(Cn2cnc3sc4c(c3c2=O)CCCC4)cc1	1.5	0	1.2	-1	0	21	4&3	-13	9&32
O=C(COc1ccccc1C(=O)NCC1CCCO1)Nc1ccc(Cl)cc1Cl (centres undefined)	0.4	6	0.3	-8	-5	9	8	10	-7
Cc1ccc(-c2nnc3n2CCCCC3)cc1	0.2	-4	0.1	13	2	10	9	-16	32
Cc1cccc(/C=N/c2sc3c(c2C(=O)OC(C)(C)C)CCN(C)C3)c1O	-1.8	7	0.2	-30	-2	42	6	10	41
Cc1nnc(SCCCCSc2nnc(C)c(=O)[nH]2)[nH]c1=O	-0.8	-2	0.9	-7	-7	35	9	9	21
CC(C)C(NC(=O)CNC(=O)OC(C)(C)C)C(=O)NCc1ccc(Cl)cc1 (centres undefined)	-2.0	-3	-1.1	1	-14	55	1	-20	-16
COc1ccc(OCC(=O)N/N=C(\C)c2cccs2)cc1	1.0	/	0.1	-4	50	-3	17	15	-55
NC(=O)c1cccc(N=Cc2cc(Cl)cc(Cl)c2O)c1	-0.7	-2	0.8	7	22	43	3	26	49
COc1ccccc1N/C(=N/S(=O)(=O)c1ccc(C)cc1)c1ccc(Cl)cc1	-3.2	1	-0.8	-10	3	30	9	-6	29
Cc1c(Cl)cccc1NC(=S)N(CCN(C)C)C(C)c1ccco1 (centres undefined)	0.5	/	0.3	9	-2	2	5	4	-15
CC1CCN(C(=S)c2cn(Cc3cccc(F)c3)c3ccccc23)CC1	-0.5	11	0.4	-12	-6	25	3	13	47
CCOC(=O)Nc1cc(C)ccc1OC	-1.2	-1	0.6	-3	3	17	10	14	5
O=C(O)CCSc1nnnn1-c1ccccc1	0.3	2	-0.2	9	-1	-18	12	24	0

In the list so far, these contain a thiophene ring, fused or not.
SMILES	zfTRPN1 agonist	NPY-Y1 antag	TRPML3 agonist	NPY-Y1 PAM-ag	14-3-3 Bad PPI	CHOP inh	PGE2 EP2 inh	PPC-1+TRAIL kill	EP2 modulator
CCOC(=O)c1sc(NC(=O)c2cccnc2)c(C#N)c1C	0.7	-2	2.1	-13	61	-9	15	6	-14
COc1ccc(Cl)cc1S(=O)(=O)NCc1cccs1	-0.9	-5	0.5	12	-9	12	8	-20	10
N#Cc1c(NC(=O)c2cc(C3CC3)on2)sc2c1CCC2	/	/	/	/	5	27	9	20	-6
CC(C)(C)c1ccc(NC(=S)NCc2cccs2)cc1	-0.2	0	0.6	4	-19	6	15	-14	-24
O=C(O)c1ccc(Cn2cnc3sc4c(c3c2=O)CCCC4)cc1	1.5	0	1.2	-1	0	21	4&3	-13	9&32
Cc1cccc(/C=N/c2sc3c(c2C(=O)OC(C)(C)C)CCN(C)C3)c1O	-1.8	7	0.2	-30	-2	42	6	10	41
COc1ccc(OCC(=O)N/N=C(\C)c2cccs2)cc1	1.0	/	0.1	-4	50	-3	17	15	-55
